Source: PubChem BioAssay
KCNH2 3.1 block: inhibitors of human KCNH2 3.1 potassium channel isoform; hit rate 0.95% among 340,000; activity change, % (tested at about 1.8 µM); U2OS KCNH2 3.1, thallium flux FluxOr; stronger effect = lower value;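 active = maximum activity change below -70%; inconclusive = maximum activity change from -70% to -50%; inactive = maximum activity change above -50%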;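 also: thallium influx rate constant from kinetic fluorescence after stimulation buffer; % is scaled to controls: 0 for no effect and ±100 for the full control effect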
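Thallium flux via FluxOr fluorescence (Red40 quencher, 45 min loading) in U2OS cells virally expressing the KCNH2 3.1 isoform (1.77 x 10^8 /mL virus, overnight at 37 C). Rate constants from 2-min kinetic reads post-stimulation, normalised to positive and negative controls.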
S-ASM inh: blocks human secretory acid sphingomyelinase; hit rate 0.006% among 340,000; placental ASM, HMU-PC fluorogenic substrate, 60 min; Potency, µM (highest dose often 57.5 µM), for the others: at the highest dose activity change, negative = inhibition, actives largely listed as inhibitors; AID 504937; also: potency is read from the fitted curve at half-maximal effect
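HMU-PC0 cleavage (9 uM final) by human placental ASM, 60 min at 37 °C following 10 min compound exposure at RT; stopped at pH 10, fluorescence Ex 386/Em 447 nm.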
FBPA coupling cs: inhibits coupling enzyme system, counter-screen for aldolase hits | hit rate 0.67% among 290,000 | activity change, negative = inhibition, % at 58.2 µM, hits read low | AID 2472 | coupling enzyme system counterscreen, AmpLite Red fluorescence; in the data active = activity change below about -30%; also: % is scaled to controls: 0 for no effect and ±100 for the full control effect
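Activity here indicates interference with the coupling reaction, not aldolase inhibition. Compounds at 57.5 uM final met coupling enzymes for 10 min at RT; substrate and AmpLite Red detection followed, with a 525/598 nm fluorescence read after 20 min.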
hERG WT inh: blocks the wildtype human KCNH2 potassium channel. U2OS, BacMam KCNH2, thallium flux FluxOr; stronger effect = lower value. activity change, % at 1.84 µM. AID 720551. hit rate 0.37% among 340,000;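 active = maximum activity change below -70%; inconclusive = maximum activity change between -70% and -50%; inactive = maximum activity change above -50%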; also: % is scaled to controls: 0 for no effect and ±100 for the full control effect
Target sequence (Q12809 whole entry, looked up): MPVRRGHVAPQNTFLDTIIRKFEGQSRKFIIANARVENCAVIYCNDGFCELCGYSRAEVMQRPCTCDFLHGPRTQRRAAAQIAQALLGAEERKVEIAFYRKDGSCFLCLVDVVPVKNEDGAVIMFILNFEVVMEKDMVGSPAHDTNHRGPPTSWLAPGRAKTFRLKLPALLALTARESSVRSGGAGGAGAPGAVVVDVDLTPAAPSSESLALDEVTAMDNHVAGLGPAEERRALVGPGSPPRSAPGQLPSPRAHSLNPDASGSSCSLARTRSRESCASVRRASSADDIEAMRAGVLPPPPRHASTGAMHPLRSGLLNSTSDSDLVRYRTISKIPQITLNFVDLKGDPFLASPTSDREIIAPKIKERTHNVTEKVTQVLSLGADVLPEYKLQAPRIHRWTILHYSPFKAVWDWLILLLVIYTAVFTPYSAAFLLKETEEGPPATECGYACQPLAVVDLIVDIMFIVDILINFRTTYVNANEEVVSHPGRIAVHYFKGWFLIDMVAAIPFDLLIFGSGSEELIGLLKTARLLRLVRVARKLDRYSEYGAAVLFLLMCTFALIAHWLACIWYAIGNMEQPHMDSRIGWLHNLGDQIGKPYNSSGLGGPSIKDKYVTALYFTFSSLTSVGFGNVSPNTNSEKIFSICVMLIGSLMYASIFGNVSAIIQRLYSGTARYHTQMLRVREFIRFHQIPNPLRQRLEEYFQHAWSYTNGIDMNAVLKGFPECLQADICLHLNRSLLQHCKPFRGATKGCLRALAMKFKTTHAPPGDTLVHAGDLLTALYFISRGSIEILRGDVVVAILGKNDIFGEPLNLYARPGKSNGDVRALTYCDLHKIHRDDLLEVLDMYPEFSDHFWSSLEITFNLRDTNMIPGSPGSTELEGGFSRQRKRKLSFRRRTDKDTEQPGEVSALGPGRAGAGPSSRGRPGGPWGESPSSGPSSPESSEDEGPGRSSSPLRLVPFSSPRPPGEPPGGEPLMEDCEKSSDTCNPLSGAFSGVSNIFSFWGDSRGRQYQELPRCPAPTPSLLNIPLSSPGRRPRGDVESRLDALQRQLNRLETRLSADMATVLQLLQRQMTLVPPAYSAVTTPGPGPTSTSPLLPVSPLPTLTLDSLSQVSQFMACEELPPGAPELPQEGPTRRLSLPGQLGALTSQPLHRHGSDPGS
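U2OS cells transduced with wild-type KCNH2 virus are loaded with FluxOr dye for 45 min, and thallium flux is measured in kinetic reads before and after stimulation buffer. Rate constants are normalized to DMSO controls.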
CXXC DNA block: inhibitors of human MLL CXXC domain-DNA interaction | Q03164 | MLL-CXXC / FITC-HOXA9 DNA fluorescence polarization | Potency, µM (top dose mostly 115 µM), for the others: at the top dose activity change, negative = inhibition, hits mostly inhibitors | hit rate 0.037% among 290,000 | AID 2662; active = well fitted inhibition curve with a large enough effect in the polarisation, with a control signal flat, not every such curve was filed as active; inconclusive = small, poorly fitted or top-dose-only effect, or effect the other way, or a change in a side signal; inactive = no such curve, though single readings can be large or run the other way; the % refers to the polarisation; also: potency is read from the fitted curve at half-maximal effect
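Steps: dispense CXXC domain solution (7 uM) → pin compounds or unlabeled HOX-A9 DNA control → 5 min ambient → add FLSN-HOX-A9 solution (50 nM) → spin → 30 min ambient → fluorescence polarization. Tris pH 7.5/NaCl/DTT/BSA buffer.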
MBNL1-CUG inh: inhibitors of human MBNL1 binding to CUG repeat RNA | TR-FRET MBNL1-His/biotin-(CUG)12 binding, 665/545 ratio | Potency, µM (highest dose often 57.5 µM), for the others: top-dose activity change, negative = inhibition, actives largely listed as inhibitors | hit rate 0.036% among 280,000 | AID 2675; active = well fitted inhibition curve with a large enough effect in the signal ratio, with a control signal flat, not every such curve was filed as active; inconclusive = small, poorly fitted or top-dose-only effect, or effect the other way, or a change in a side signal; inactive = no such curve, though single readings can be large or run the other way; the % refers to the signal ratio; also: potency is read from the fitted curve at half-maximal effect; % is scaled to controls: 0 for no effect and ±100 for the full control effect
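TR-FRET between His-tagged MBNL1 and biotin-(CUG)12 RNA, detected with Tb anti-His antibody (0.055 ng/ul) and streptavidin-XL665 (5 nM), 60 min at room temperature. Compounds titrated 92 nM to 58 uM; 665/545 nm ratio normalized to buffer and complex controls.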
GALK inh: inhibitors of human galactokinase; P51570; Purified GALK, Kinase-Glo residual ATP luminescence; Potency, µM (highest dose often 57.5 µM), for the others: at the highest dose activity change, negative = inhibition, usual class: inhibitors; hit rate 0.007% among 270,000; also: potency is read from the fitted curve at half-maximal effect; % is scaled to controls: 0 for no effect and ±100 for the full control effect
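5 nM enzyme, 35 uM ATP, 100 uM galactose, 20 mM HEPES pH8.0, 5 mM MgCl2; 1 h RT; residual ATP by Kinase-Glo Plus luminescence, qHTS format.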
Integrin act MD: integrin-mediated muscular dystrophy alleviation activation. alpha7betagal myoblasts, beta-gal FDG fluorescence, 48 h. AID 624291. Potency, µM (highest dose often 38.3 µM), for inactives: at the top dose activation, hits mostly activators. hit rate 0.064% among 350,000;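 also: potency is read from the fitted curve at half-maximal effect; 100% = response of the positive control SU9516; nearly all actives have a fitted effect of over 60% in size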
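alpha7betagal+/- myoblasts (passage 13, 250/well) treated 48 h at 37C with compounds at 1:260 dilution of DMSO stock. Lysed, then beta-galactosidase activity read as FDG fluorescence (ex 480/em 540) after 30 min, with pre-read for autofluorescence.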
A-T KAP1 phos: potential ataxia-telangiectasia treatment; hit rate 0.19% among 320,000; AID 485349; […] A-T fibroblasts, KAP-1 phosphorylation AlphaLISA; neocarzinostatin DNA damage 30 min before lysis; Potency, µM (titrated, usually from 57.5 µM), without a hit: at the top dose activation, actives largely listed as activators; also: potency is read from the fitted curve at half-maximal effect; % of control where 0% means no effect; nearly all actives have a fitted effect of over 45% in size
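hTERT-immortalized A-T patient fibroblasts ([…]), 500 cells/well in OPTI-MEM, 1% FBS, got compounds for 60 min, then NCS for 30 min at 37C. Lysates were then assayed for phospho-KAP-1 by AlphaLISA (anti-pKAP1 donor, anti-KAP1 acceptor beads), 6 hr at 25C.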
TRPV1 ag: agonists of human vanilloid receptor 1 (TRPV1). Q8NER1. TRPV1-expressing cells, Fluo-8 calcium influx, agonist mode. activation, % at 8.33 µM. hit rate 0.19% among 320,000. AID 540275; in the data active = activation above about 80%; inconclusive = between about 30% and that limit; also: 0% is about no effect
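TRPV1-expressing cells were cultured overnight at 35.5C and loaded with Fluo-8 calcium dye for 40 to 90 min at room temperature. After a 10 s baseline, compound was added and calcium influx was read kinetically for 3 min (ex 480/em 520 nm).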
An asterisk follows results filed as active; [ ] = another dose, or the depositor's remark. Unless noted, calls follow the shape of the dose curve; as a rule, active = well fitted curve in the direction sought with a large enough effect; inconclusive = small, poorly fitted or top-dose-only effect, or another doubt; inactive = no such curve, though single readings can be large; an effect the other way counts as inactive or inconclusive. Random draw from the library. About 2% of those tested had a hit in this group.

Screening O=C(COC(=O)C1CCN(S(=O)(=O)c2cccc3cccnc23)CC1)c1ccc(F)cc1 returned KCNH2 3.1 block -12, S-ASM inh -5%, FBPA coupling cs 4, hERG WT inh -7, CXXC DNA block 6%, MBNL1-CUG inh -14%, GALK inh -2%, Integrin act MD 10%, A-T KAP1 phos 1% and TRPV1 ag -2.
O=C1CCCc2ccccc2N1Cc1ccccc1Cl was read as KCNH2 3.1 block 0, S-ASM inh 6%, FBPA coupling cs 4, hERG WT inh -5, CXXC DNA block -8%, MBNL1-CUG inh 0%, GALK inh 1%, Integrin act MD 32%, A-T KAP1 phos 7% and TRPV1 ag 22.
`Clc1ccc2c(c1)c1ccccc1n2CN1CCOCC1` gave KCNH2 3.1 block 1, S-ASM inh -5%, FBPA coupling cs -21, hERG WT inh -6, CXXC DNA block 17%, MBNL1-CUG inh -7%, GALK inh 2%, Integrin act MD 27%, A-T KAP1 phos 33% and TRPV1 ag 3.
For CC(C)(C)OC(=O)[C@H](Cc1ccccc1)NC(=O)c1[nH]cnc1C(=O)N[C@@H](Cc1ccccc1)C(=O)OCc1ccccc1 the results were KCNH2 3.1 block -30, S-ASM inh 2%, FBPA coupling cs -11, hERG WT inh 1, CXXC DNA block 4%, MBNL1-CUG inh 10%, Integrin act MD -20%, A-T KAP1 phos 6% and TRPV1 ag 3.
`CC1CCCC(NC(=O)COC(=O)Cc2ccc(Br)cc2)C1C` (stereo not given) gave KCNH2 3.1 block 0, S-ASM inh 1%, FBPA coupling cs 2, hERG WT inh -15, CXXC DNA block 20%, MBNL1-CUG inh -3%, GALK inh -1%, Integrin act MD 10%, A-T KAP1 phos -1% and TRPV1 ag 16.
Screening COc1ccc2nc(C)cc(N3CCN(S(=O)(=O)c4ccccc4F)CC3)c2c1 returned KCNH2 3.1 block -37, S-ASM inh 2%, hERG WT inh -3, Integrin act MD -10%, A-T KAP1 phos -7% and TRPV1 ag 7.
CCOc1cc(/C=C/c2nc3ccccc3c(=O)[nH]2)cc(Br)c1OC was read as FBPA coupling cs 0, CXXC DNA block inconclusive, MBNL1-CUG inh 1%, GALK inh -2%, A-T KAP1 phos 0% and TRPV1 ag 0.
`Cc1cccc(C)c1NC(=O)CN(C)C(=O)c1ccccc1SCC(=O)N1CCCC1` gave KCNH2 3.1 block -1, S-ASM inh 1%, hERG WT inh -7, Integrin act MD 22%, A-T KAP1 phos -5% and TRPV1 ag 6.
`CCCCCn1c(=S)[nH]c2cc(C(=O)N3CCCC3)ccc2c1=O` gave KCNH2 3.1 block 0, S-ASM inh 0%, FBPA coupling cs 1, hERG WT inh 1, CXXC DNA block 5%, GALK inh 10%, Integrin act MD -10%, A-T KAP1 phos -4% and TRPV1 ag 1.
Nc1cccc(-c2nc3ccc(N)cc3s2)c1 was read as KCNH2 3.1 block 12, FBPA coupling cs -6, hERG WT inh 3, CXXC DNA block -2%, MBNL1-CUG inh 43%[activator], GALK inh 8%, Integrin act MD -15% and A-T KAP1 phos 12%.
Screening O=C(Nc1ccnn1C1CCN(C(=O)c2ccc(F)c(Cl)c2)CC1)C1CC1 returned KCNH2 3.1 block 0, hERG WT inh 1, CXXC DNA block -3%, MBNL1-CUG inh -2%, GALK inh -7%, Integrin act MD 7%, A-T KAP1 phos 8% and TRPV1 ag -2.
`CS(=O)(=O)N1N=C(c2ccccc2)CC1c1cccs1` (stereo not given) gave KCNH2 3.1 block -25, S-ASM inh -1%, FBPA coupling cs 2, hERG WT inh -23, CXXC DNA block 5%, MBNL1-CUG inh -5%, GALK inh 2%, Integrin act MD 1%, A-T KAP1 phos -8% and TRPV1 ag 2.
`CCCCCO` gave KCNH2 3.1 block -5, S-ASM inh -4%, hERG WT inh 10, A-T KAP1 phos -1% and TRPV1 ag 2.
For COc1ccc(CN2CCN(C(=O)CC(C)C)CC2)cc1OC the results were KCNH2 3.1 block 6, S-ASM inh 2%, FBPA coupling cs 4, hERG WT inh -2, CXXC DNA block -9%, MBNL1-CUG inh -8%, GALK inh -2%, Integrin act MD 14%, A-T KAP1 phos 14% and TRPV1 ag 6.
Screening CN1C(=O)c2cccc3c(S(=O)(=O)NCc4ccco4)ccc1c23 returned KCNH2 3.1 block 14, S-ASM inh 74%[activator], FBPA coupling cs -21, hERG WT inh -2, CXXC DNA block -6%, MBNL1-CUG inh inconclusive, GALK inh -4%, Integrin act MD -2%, A-T KAP1 phos 11% and TRPV1 ag 3.
Screening O=C(Nc1cccnc1)c1ccccc1Oc1ccccc1 returned KCNH2 3.1 block 9, S-ASM inh 3%, FBPA coupling cs -23, hERG WT inh -5, CXXC DNA block 1%, MBNL1-CUG inh -4%, GALK inh 1%, Integrin act MD 20% and TRPV1 ag 10.
COc1ccc(-n2c(COc3ccc(Cl)cc3)nnc2SCc2ccc(C#N)cc2)cc1 was read as KCNH2 3.1 block -79*, S-ASM inh -4%, FBPA coupling cs -1, hERG WT inh 4, CXXC DNA block -1%, MBNL1-CUG inh -10%, GALK inh -1%, Integrin act MD 21%, A-T KAP1 phos -3% and TRPV1 ag 19.
CCn1c(SCCOc2ccc(Cl)cc2)nnc1-c1cccs1 was read as KCNH2 3.1 block -5, S-ASM inh -2%, FBPA coupling cs 1, hERG WT inh -1, CXXC DNA block 5%, MBNL1-CUG inh 7%, GALK inh 10%, Integrin act MD 10%, A-T KAP1 phos 19% and TRPV1 ag 7.
Screening COc1ccc(CCOC2OC(CO)C(OC(=O)/C=C/c3ccc(O)c(OC)c3)C(O[C@H]3O[C@@H](C)[C@H](O)[C@@H](O)[C@H]3O)C2O)cc1O (stereo not given in full) returned KCNH2 3.1 block 0, S-ASM inh 25%, hERG WT inh 1, Integrin act MD 20% and A-T KAP1 phos -1%.
NC(=O)C1CCN(C(=O)CSc2ccccn2)CC1 was read as KCNH2 3.1 block -10, S-ASM inh 6%, FBPA coupling cs -2, hERG WT inh -9, CXXC DNA block -6%, MBNL1-CUG inh -14%, GALK inh -4%, Integrin act MD -2%, A-T KAP1 phos 1% and TRPV1 ag -1.
For C[C@@]12C(=O)N(Cc3ccccc3)CC(=O)N1[C@H]1c3cc(Cl)ccc3OC[C@@H]1[C@@H]2c1ccccc1 the results were KCNH2 3.1 block -24, S-ASM inh -1%, hERG WT inh -15, Integrin act MD -10%, A-T KAP1 phos -1% and TRPV1 ag 10.
CN(C(=O)CSc1nnc(-c2cccc(F)c2)n1N)C1CCS(=O)(=O)C1 (stereo not given) was read as KCNH2 3.1 block -11, S-ASM inh 7%, FBPA coupling cs -2, hERG WT inh 0, CXXC DNA block 29%, MBNL1-CUG inh -7%, GALK inh 1%, Integrin act MD 12%, A-T KAP1 phos -4% and TRPV1 ag -3.
`COC(=O)C1C(=O)C2=C(CC1C)NC(C)=C(C(=O)OC(C)C)C2c1ccc(OC)c(O)c1` (stereo not given) gave KCNH2 3.1 block -1, S-ASM inh 52%[activator], FBPA coupling cs -4, hERG WT inh 1, CXXC DNA block 3%, MBNL1-CUG inh 5%, GALK inh -2%, Integrin act MD inconclusive and A-T KAP1 phos 4%.
For CCOC(=O)NC(=O)CSc1nnnn1-c1ccc(Cl)cc1 the results were KCNH2 3.1 block -14, S-ASM inh 1%, FBPA coupling cs 2, hERG WT inh 1, CXXC DNA block 8%, MBNL1-CUG inh -2%, GALK inh -4%, Integrin act MD 7%, A-T KAP1 phos 7% and TRPV1 ag 2.
O=C(NC1CCN(Cc2ccccc2)CC1)C1CCN(c2nnc(-n3cccc3)s2)CC1 was read as KCNH2 3.1 block -5, S-ASM inh -3%, FBPA coupling cs 1, hERG WT inh 29, CXXC DNA block -2%, MBNL1-CUG inh -2%, GALK inh -2%, Integrin act MD 13%, A-T KAP1 phos 6% and TRPV1 ag -1.
For CCn1c(OC)nc2c1c(=O)n(C)c(=O)n2C the results were KCNH2 3.1 block 9, S-ASM inh 3%, FBPA coupling cs 0, hERG WT inh -9, CXXC DNA block -4%, MBNL1-CUG inh -13%, GALK inh 7%, Integrin act MD 19%, A-T KAP1 phos -11% and TRPV1 ag -1.
Screening CCc1ccc(NC(=S)N2CCCC(C(F)(F)F)C2)cc1 (stereo not given) returned KCNH2 3.1 block 3, S-ASM inh 0%, FBPA coupling cs -1, hERG WT inh -7, CXXC DNA block 0%, GALK inh 3%, Integrin act MD 25%, A-T KAP1 phos 3% and TRPV1 ag -3.
For COc1ccc(-n2c(C)c(C)c3c(NCCN(C)C)ncnc32)cc1 the results were KCNH2 3.1 block 20, S-ASM inh -3%, FBPA coupling cs 1, CXXC DNA block 0%, MBNL1-CUG inh 2%, GALK inh 6%, Integrin act MD -64%[inhibitor], A-T KAP1 phos 7.1µM* and TRPV1 ag -1.
Screening COc1cccc(NC(=O)C(=O)N/N=C(\C)CC(=O)Nc2ccc(NC(C)=O)cc2)c1 returned KCNH2 3.1 block -6, S-ASM inh -1%, FBPA coupling cs -1, hERG WT inh 17, CXXC DNA block 42%[activator], MBNL1-CUG inh 2%, GALK inh -3%, Integrin act MD 42%, A-T KAP1 phos 3% and TRPV1 ag 0.
